From PubChem BioAssay
CHT block: inhibits the human high affinity choline transporter; CHT-expressing cells, membrane potential dye, choline response; stronger effect = lower value; B-score at 10 µM; 310,000 compounds, 0.86% hits; Q9GZV3;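 active means B-score over 3 SD under the library average, and starting fluorescence ratio not unusually high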;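 further: choline stimulus applied at its EC90 after an EC20 pre-addition; B-score computed on integrated fluorescence ratio after choline addition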
Target sequence (Q9GZV3 whole entry, looked up): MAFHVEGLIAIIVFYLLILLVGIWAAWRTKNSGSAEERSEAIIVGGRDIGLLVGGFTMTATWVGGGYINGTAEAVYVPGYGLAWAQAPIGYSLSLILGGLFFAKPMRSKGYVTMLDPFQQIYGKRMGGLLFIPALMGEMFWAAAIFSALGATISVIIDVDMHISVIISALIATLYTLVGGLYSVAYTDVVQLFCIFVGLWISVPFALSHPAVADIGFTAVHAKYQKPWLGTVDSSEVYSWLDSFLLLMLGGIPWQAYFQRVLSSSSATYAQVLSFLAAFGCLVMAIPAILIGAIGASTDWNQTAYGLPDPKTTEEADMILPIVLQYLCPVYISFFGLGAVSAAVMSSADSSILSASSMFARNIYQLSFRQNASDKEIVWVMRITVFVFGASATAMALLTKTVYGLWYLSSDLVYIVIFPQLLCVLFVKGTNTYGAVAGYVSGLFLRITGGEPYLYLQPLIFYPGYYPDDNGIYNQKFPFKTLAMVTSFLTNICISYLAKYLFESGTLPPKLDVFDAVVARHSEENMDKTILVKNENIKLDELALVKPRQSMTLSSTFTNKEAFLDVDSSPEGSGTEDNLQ
CHT allo act: human CHT allosteric activation; CHT-expressing cells, membrane potential dye, choline EC20; stronger effect = higher value; LV-AA mutant CHT in HEK293 cells; 310,000 compounds, 0.49% hits; Q9GZV3; B-score at 10 µM;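 active means initial fluorescence not abnormally high and integrated response B-score, plate-corrected, over 3 SD above library mean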
Starred values were filed as active, the others as inactive; i = inactive.

molecule	CHT block	CHT allo act
COc1cccc(NC(=S)NC(=O)Cc2ccc(Cl)cc2)c1	i	i
C=CCNC(=O)C1CCN(S(=O)(=O)c2ccc(Br)cc2)CC1	i	i
Cn1nc(C(F)(F)F)c2cc(C(=O)NC3CC3)sc21	i	i
CCOc1cc(-c2nc(-c3cc(OC)c(OC)c(OC)c3)no2)cc(OCC)c1OCC	i	i
O=C(CSc1nc(Nc2ccccc2)nc(N2CCOCC2)n1)Nc1ccc(Br)cc1F	i	i
O=C(NCc1cccs1)C(NS(=O)(=O)c1cccc2nsnc12)c1ccccc1 (centres undefined)	i	i
CCCCN(C(=O)CCCSc1nc2ccccc2[nH]1)c1c(N)n(Cc2ccccc2)c(=O)[nH]c1=O	i	i
COc1ccc(CCC(=O)O)c(O)c1	i	i
O=C(O)CS(=O)(=O)CC(=O)NCc1cccc(C(F)(F)F)c1	i	i
CCCCCCCCN1[C@@H](CC(=O)OC)c2cc(F)ccc2S1(=O)=O	i	i
O=[N+]([O-])c1cc(-c2nnc(Nc3ccccc3)c3ccccc23)ccc1N1CCOCC1	i	i
O=S(=O)(NCCOC12CC3CC(CC(C3)C1)C2)c1cccc2nsnc12	i	i
Cc1cccn2c(CN3CCCC(c4ccccc4)C3)c(C(=O)N3CCOCC3)nc12 (centres undefined)	i	i
O=C1CN(C(=O)c2ccco2)C(c2ccc(F)cc2)c2cc(Cl)ccc2N1 (centres undefined)	i	i
COc1ccc(N(C(=O)c2ccncc2)S(=O)(=O)c2ccc(Cl)cc2)cc1	i	i
CCOCCCNC(=O)c1ccc(N2CC3CC(C2)c2cccc(=O)n2C3)c(NC(=O)Nc2cccc(OC)c2)c1 (centres undefined)	i	i
Cc1cc(C(F)(F)F)n(-c2nc(C(=O)NN)cs2)n1	i	i
CCN(CC)C(=O)CSc1nc2sc3c(c2c(=O)n1-c1ccc(C)cc1)CC(C)(C)SC3	i	i
CC(C)(C)OC(=O)N/N=C/c1cn(-c2ccccc2)nc1-c1cccnc1	i	i
CC(=O)c1cccc(NC(=O)C2CC(=O)N(CCc3ccccc3)C2)c1 (centres undefined)	i	i
Cc1c(C)n(C(=O)CSc2nccn2C)c2ccccc12	i	i
O=c1c2sccc2nc(SCc2cc(=O)n3ccccc3n2)n1-c1ccc(Br)cc1	i	i
O=C(NC(=O)c1ccccc1)NC(=O)c1ccccc1	i	i
COc1ccc(NC(=O)CCN2C(=O)c3ccccc3S2(=O)=O)cc1	i	i
O=C(O)CSCCOc1ccc(OCCSCC(=O)O)cc1	i	i
CCC(CC)C(=O)Nc1ccc(C(=O)Nc2cc(C)on2)cc1	i	i
COc1cc2c(cc1OC)CN(C(=S)NC(=O)c1ccccc1)CC2	i	i
Cc1cc(C)cc(OCC(=O)OCC(=O)N2CC(=O)Nc3ccccc32)c1	i	i
O=C(Nc1cccc2ccccc12)c1cc2c(cc1Br)OCO2	i	i
C[C@H](NC(=O)C1CCN(S(=O)(=O)c2ccccc2)CC1)C(=O)NCc1cccc(Cl)c1	i	i
CCN(CC)c1nc2ccccc2[nH]1	i	i
O=C(c1cn(CC2CCCCC2)nn1)N1CCN(c2ccc(F)cc2)CC1	i	i
O=S(=O)(N/N=C\C=C\c1ccccc1)c1ccc(Cl)cc1	i	i
Cc1nn(-c2ccccc2)c(C)c1NC(=O)COC(=O)c1cccc(OC(F)F)c1	i	i
CC(C)C1NC(C(=O)O)Cc2c1[nH]c1ccccc21 (centres undefined)	i	i
COc1cccc(NC(=O)C2CCN(C(=O)[C@@H]3Cc4ccccc4CN3)CC2)c1	i	i
CSc1nc2c(c(=O)[nH]c(=O)n2C)n1C/C=C(\C)Cl	i	i
Nc1ccc(C(=O)O)c(O)c1	i	i
Cc1ccc(N2C(=O)NC(NS(=O)(=O)c3ccccc3)(C(F)(F)F)C2=O)cc1C (centres undefined)	i	i
O=C(CCCc1ccccc1)Nc1cccnc1Cl	i	i
Cc1ccc(N(Cc2ccccc2)C(=O)c2cccc(S(=O)(=O)N3CCN(C)CC3)c2)cc1	i	i
COc1ccc(N2CC(C(=O)Nc3nnc(C4CCCCC4)s3)CC2=O)cc1 (centres undefined)	i	i
COc1ccccc1OCc1ccc(C(=O)NC(C)(C)C)o1	i	i
CCCCCCC(=O)Nc1ccc(Br)cn1	i	i
COc1ccc(/C=C/C(=O)NC2CCCCCCC2)cc1S(=O)(=O)N1CCOCC1	-7.6*	i
COCc1cc(=O)[nH]c(N2CCN(c3ccccc3OC)CC2)n1	i	i
CCOCCCNC(=O)C1c2ccccc2Oc2ccccc21	i	i
COc1ccccc1N1CCN(C(=O)c2sc3ncn(CC(=O)N4CCC(C)CC4)c(=O)c3c2C)CC1	i	i
OCCNCc1cccc(Br)c1	i	i
CCOc1ccc2nc(Cl)c(C3CC(c4ccco4)=NN3S(C)(=O)=O)cc2c1 (centres undefined)	i	i

The list goes on.
molecule	CHT block	CHT allo act
C/C(CC(=O)Nc1cccc(Cl)c1)=N\NC(=O)Cc1ccc(Cl)cc1	i	i
COC(=O)C1=C(Nc2ccc(C)cc2)C=C(C)C(C(=O)OC)C1c1ccc(F)cc1 (centres undefined)	i	i
CC(C)N(C(=O)COC(=O)c1ccc([N+](=O)[O-])cc1)c1ccccc1	i	i
COc1ccc(C(C)(C)C)cc1NC(=S)NCCN1CCOCC1	i	i
O=C(NNS(=O)(=O)c1ccccc1)c1ccc(S(=O)(=O)N2CCCCC2)cc1	i	i
O=C(c1cc2ccccc2oc1=O)N1CCCCCCC1	i	i
Cc1ccc(NS(=O)(=O)c2cccc(C(=O)N/N=C/c3ccc4c(c3)OCCO4)c2)c(C)c1	i	i
O=C(O)c1ccc2c(c1)ncn2C1CCCCCC1	i	i
O=C(Nc1cccnc1)c1cn(-c2ccccc2)nc1-c1cccs1	i	i
COc1ccccc1N1CC(C(=O)Nc2ccccc2N2CCCC2)CC1=O (centres undefined)	i	i
O=C(O)COCC(=O)N1CCN(C(c2ccccc2)c2ccccc2)CC1	i	i
CCN(C(=O)Cc1nc(N)n[nH]1)C1(C(=O)Nc2ccccc2)CCCCC1	i	i
COC(=O)c1nnn(CC(=O)NC(=O)Nc2ccccc2F)c1C(=O)OC	i	i
Oc1cncc(Cc2ccccc2)c1	i	i
O=C(NCc1cccnc1)c1sc2cc(Cl)ccc2c1Cl	i	i
COc1cccc(CN(C)C(=O)CC2C(=O)NCCN2C2Cc3ccccc3C2)c1 (centres undefined)	i	i
CCOc1ccc(CN(CCC#N)C(=S)NC(=O)c2ccccc2)cc1	i	i
O=C(CN1C(=O)NC2(CCCc3ccccc32)C1=O)c1ccc(Br)cc1 (centres undefined)	i	i
CCOC(=O)C1=C(C)NC(C)=C(C(=O)OCC)C1C(=O)OCC(=O)NC(C)C	i	i
COC(=O)Cc1ccc(NC(=S)N2CCCC(C)C2)cc1 (centres undefined)	i	i
C=CCn1c(SCCNC(C)=O)nc2cc(-c3ccccc3)sc2c1=O	i	i
CC(C)CCN1CCN(Cc2cnc(-c3ccccc3)s2)CC1CCO (centres undefined)	i	i
COc1cc(C(=O)NC2CCCCC2)ccc1OCc1ccc(Cl)cc1Cl	i	i
CCN(CC)S(=O)(=O)c1cc(C(=O)Oc2ccccc2OC)ccc1OC	i	i
CSC1=C(C#N)C(c2ccccc2)C(C(C)=O)=C(C)N1 (centres undefined)	i	i
COc1cccc(CNC(=O)CCC2CCCN(C/C=C/c3ccccc3OC)C2)c1 (centres undefined)	i	i
CSCC[C@H](NC(=O)OC(C)(C)C)C(=O)N1CCC(C(=O)NCC(=O)Nc2ccc(C)cc2)CC1	i	i
Cc1ccc(NC(=O)Nc2ccc(F)cc2)nc1	i	i
CN(C)c1ccc(C2C=C(c3ccc(Cl)cc3OC(F)F)Nc3ncnn32)cc1 (centres undefined)	i	i
C/C(Cn1cnc([N+](=O)[O-])n1)=N\NC(=O)c1ccccc1O	i	i
COc1c(/C=N/NC(=O)c2ccncc2)c(CCN(C)C(C)=O)cc2c1OCO2	i	i
CCOc1ccc(NC(=O)C2CCCN(c3cnccn3)C2)cc1 (centres undefined)	i	i
OC(c1ccccn1)c1c[nH]c2ccccc12 (centres undefined)	i	i
COC(=O)c1ccc(C2SCC(=O)N2Cc2ccccc2)cc1 (centres undefined)	i	i
CCOc1ccc([N+](=O)[O-])c(N)c1	i	i
COc1ccc(-c2nc3ccc([N+](=O)[O-])cc3[nH]2)cc1	i	i
CC(C)NC(=S)Nc1ccc2nc3n(c(=O)c2c1)CCCCC3	i	i
COCCOc1ccc(C(F)(F)F)cc1NC(=O)c1ccc(F)cc1	i	i
O=C(CCC1N=C2c3ccccc3N=C(SCC(=O)NCC3CCCO3)N2C1=O)NCc1ccc(F)cc1 (centres undefined)	i	i
Cc1ccc(N2CC(C(=O)NCc3n[nH]c(=O)c4ccccc34)CC2=O)cc1 (centres undefined)	i	i
NC1=NC2(CCCCC2)n2c(nc3ccccc32)N1	i	i
CCn1c(C)c(P(c2ccccc2)c2ccccc2)[n+]2ccccc12	i	i
C=CCN1C(=O)CSC1=Nc1ccc(O)cc1	i	i
O=C(Nc1cc(=O)[nH]c2ncnn12)c1ccco1	i	i
Cc1cccc(C)c1N1CCN(S(=O)(=O)c2ccc(F)cc2)CC1	i	i
CC(=O)NNC(=S)NCCc1ccccc1	i	i
COc1ccc(NC(=O)CCc2nnc3ccc(NCc4ccc5c(c4)OCO5)nn23)cc1	i	i
CCOC(=O)CNC(=O)c1ccc2[nH]c3ccccc3c2c1	i	i
C=CCn1c(SCc2cccnc2)nnc1-c1ccncc1	i	i
CCSc1nc2ccccc2n1Cc1ccccc1F	i	i

Random excerpt: two entries already listed
molecule	CHT block	CHT allo act
CCSc1nc2ccccc2n1Cc1ccccc1F	i	i
C=CCn1c(SCc2cccnc2)nnc1-c1ccncc1	i	i

3 of these compounds in a different format:
> CC(=O)NNC(=S)NCCc1ccccc1
- CHT block: i
- CHT allo act: i
> COc1ccc(NC(=O)CCc2nnc3ccc(NCc4ccc5c(c4)OCO5)nn23)cc1
- CHT block: i
- CHT allo act: i
> CCOC(=O)CNC(=O)c1ccc2[nH]c3ccccc3c2c1
- CHT block: i
- CHT allo act: i

Other entries
Molecule,CHT block,CHT allo act
Cc1cccc(C(=O)N2CCCC(Nc3ccc(F)c(F)c3)C2)n1 (centres undefined),i,i
COc1ccccc1N(O)C1CC(=O)N(c2ccc(Br)cc2)C1=O (centres undefined),i,i
O=C(Nc1ccc(Br)cc1)C1OCCc2ccccc21 (centres undefined),i,i
CC(C)N(Cc1ccccc1)C(=O)c1ccc2nsnc2c1,i,i
Cc1nn(-c2ccccc2)c2c1C(=O)NC(=O)C(C)(C)C2,i,i
Cc1cccc(OCCSc2nc(N)cc(N)n2)c1,i,i
CC1CCN(c2ccccc2NC(=S)NC(=O)c2ccc(-c3cccc([N+](=O)[O-])c3)o2)CC1,i,i
COCCNC(=O)c1ccc(N2CC3CC(C2)c2cccc(=O)n2C3)c(NC(=O)c2c(F)cccc2F)c1 (centres undefined),i,i
CCOc1ccc2nc(NC(=O)c3c([N+](=O)[O-])cnn3CC)sc2c1,i,i
CCNC(=O)CC1C(=O)N(CC)C(=S)N1NC(=O)c1cccnc1 (centres undefined),i,i
CCOc1ncccc1C(=O)Nc1ccc(-c2cn3ccsc3n2)cc1,i,i
O=C(CCC(=O)Nc1ccc(F)cc1)N/N=C/c1ccccc1,i,i
Cc1cccc(C)c1OCCCN1CCCC1,i,i
O=C(CNC(=O)c1ccc(Cl)cc1Cl)OCC(=O)c1ccc2c(c1)OCCO2,-6.7*,i
O=C(Nc1ccccc1OCc1ccccc1)c1ccccc1Br,i,i
C1=C(N2CCOCC2)/C(=C/c2nc3ccccc3[nH]2)CC1,i,i
Cc1ccc(OCc2nnc(SCC(=O)NC3CCCCC3)n2C)cc1,i,i
NC1=NC[C@H](c2ccccc2)N1CC1CCCCC1,i,i
CCC(C(=O)Nc1ncccn1)(C(F)(F)F)C(F)(F)F,i,i
Cc1ccc(C(=O)Cn2c(=N)n(N)c3ccccc32)cc1,i,i
CCS(=O)(=O)c1nc(S(=O)(=O)c2ccc(Cl)cc2)c(N2CCOCC2)s1,i,i
CCOC(=O)N1CCN(C(=O)COC(=O)c2oc3ccc(OC)cc3c2C)CC1,i,i
CCOc1cccc2cc(C(=O)Nc3cc(C)on3)c(=O)oc12,i,i
CCc1ccc(C(=O)CN2C(=O)C(C)N(c3ccc(C)cc3)C2=O)cc1 (centres undefined),i,i
O=C(O)CSCC(=O)Nc1cccc(C(F)(F)F)c1,i,i
O=C(Nc1ccccc1F)c1ccn[nH]1,i,i
Cc1ccc(-c2cc(C(F)(F)F)n3ncc(C(=O)N4CCCCC4c4cccnc4)c3n2)cc1 (centres undefined),i,i
CS(=O)(=O)c1ccc(-c2cccc(NC(=O)COc3ccc(Cl)cc3)c2)nn1,i,i
Cc1cc(SCc2cccc(Cl)c2)nc(=O)[nH]1,i,i

CHT block, hit marks shown above
Molecule,CHT block
COc1ccc(/C=C/C(=O)NC2CCCCCCC2)cc1S(=O)(=O)N1CCOCC1,-7.6*
O=C(CNC(=O)c1ccc(Cl)cc1Cl)OCC(=O)c1ccc2c(c1)OCCO2,-6.7*
